# Screens as filed in PubChem.
# GFP derepression – derepresses silenced GFP locus in mouse C127i cells. 68,000 tested, 0.09% active. AID 597. mouse C127i GFP locus derepression, cytometry, 30 h. Potency, µM (doses to about 46.1 µM), without a hit: at the top dose GFP derepression (activation); also: % of control where 0% means no effect
#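 Read-out is the number of GFP-positive cells, scored as fluorescent objects 20 to 120 um wide, reflecting derepression of a silenced CMV-GFP reporter in murine C127i cells after 30 h compound exposure at 37 C.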
# USP2a inh – blocks human ubiquitin-specific protease USP2a; AID 927; O75604; 60,000 tested, 0.1% active; USP2a enzymatic assay, qHTS inhibition; Potency, µM (doses to about 38.3 µM), for inactives: at the highest dose activity change, negative = inhibition, usual class: inhibitors;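 also: potency is read from the fitted curve at half-maximal effect; nearly all actives have a fitted effect of over 60% in size; plate controls were DMSO for no effect and NEM full inhibition control for full effect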
#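 Inhibition is measured in a cell-free coupled assay with 20 nM USP2 core, 20 nM Ub-PLA2 and 20 uM NBD C6-HPC, 2.5 h incubation. Activity normalized to NEM control.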
# Ub-GFP proteasome – proteasome inhibitors stabilizing ubiquitin-GFP reporter | Ubiquitin-GFP reporter cells, proteasome inhibition, GFP fluorescence; response scale: untreated = 0%, 10 µM MG-132 = 100% | Potency, µM (series often up to 45.9 µM), without a hit: at the highest dose activation (GFP accumulation), most hits filed as activators | 67,000 tested, under 10 active | AID 526; active = well fitted activation curve with a large enough effect, not every such curve was filed as active; inconclusive = small, poorly fitted or top-dose-only effect, or another doubt; inactive = no such curve, though single readings can be large or run the other way; also: potency is read from the fitted curve at half-maximal effect
#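 Proteasome block read as GFP accumulation: ubiquitin(G76V)-GFP U2OS cells exposed to compound (2.9 nM–46 uM) for 4 hr at 37 C. Normalization used untreated cells as 0% and 10 uM MG-132 as 100%; concentration-response curves fitted.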
# Pol III holo inh – blocks replication by bacterial DNA polymerase III holoenzyme. reconstituted DNA polymerase III holoenzyme replication, biochemical. 71,000 tested, 0.25% active. Potency, µM (doses to about 57.1 µM), without a hit: top-dose activity change, negative = inhibition; also: potency is read from the fitted curve at half-maximal effect; % is scaled to controls: 0 for no effect and ±100 for the full control effect
#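 Reconstituted *E. coli* holoenzyme (0.35 nM Pol III, 1 nM beta, 154 nM SSB, 2 nM primase) was preincubated with compound for 15 min at RT. Synthesis on 1.4 nM ssM13Gori ran 35 min, then was stopped with PicoGreen/EDTA and read as dsDNA fluorescence.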
# Hsp90 Hop PPI – changes Hsp90-Hop TPR2A binding signal, up or down; AlphaScreen TPR2A-His6 binding biotin-Hsp90 C-terminal peptide; Potency, µM (series often up to 57 µM), inactives show top-dose activity change, negative = inhibition; 71,000 tested, 0.44% active; active = well fitted curve in either direction with a large enough effect; inconclusive = small, poorly fitted or top-dose-only effect, or another doubt; also: potency is read from the fitted curve at half-maximal effect; % is scaled to controls: 0 for no effect and ±100 for the full control effect; many of its hits are not listed in these tables
# HADH2 inhib – inhibitors of human HADH2 dehydrogenase; Q99714; recombinant HADH2, NADH fluorescence, beta-hydroxybutyryl-CoA; Potency, µM (top dose mostly 57.1 µM), for the others: top-dose activity change, negative = inhibition, most hits filed as inhibitors; 73,000 tested, 3.4% active; AID 886; also: potency is read from the fitted curve at half-maximal effect; % is scaled to controls: 0 for no effect and ±100 for the full control effect; nearly all actives have a fitted effect of over 60% in size; many of its hits are not listed in these tables
#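 NADH fluorescence (ex 360/em 450 nm) read every 30 s for 4 min; activity taken as last-minus-first time point difference. Enzyme 20 nM, NAD+ 1 mM, beta-hydroxybutyryl-CoA 90 uM, pH 9.0 Tris buffer.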
# BRCT inh green – blocks human BRCA1 BRCT binding to phosphopeptide, green readout. P38398. BRCA1 BRCT-phosphopeptide binding, green fluorescence polarization. Potency, µM (highest dose often 76.9 µM), for inactives: top-dose activity change, negative = inhibition, actives largely listed as inhibitors. 75,000 tested, 0.05% active;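 also: potency is read from the fitted curve at half-maximal effect; plate controls were peptide without protein for full effect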
# Target sequence (P38398 whole entry, looked up): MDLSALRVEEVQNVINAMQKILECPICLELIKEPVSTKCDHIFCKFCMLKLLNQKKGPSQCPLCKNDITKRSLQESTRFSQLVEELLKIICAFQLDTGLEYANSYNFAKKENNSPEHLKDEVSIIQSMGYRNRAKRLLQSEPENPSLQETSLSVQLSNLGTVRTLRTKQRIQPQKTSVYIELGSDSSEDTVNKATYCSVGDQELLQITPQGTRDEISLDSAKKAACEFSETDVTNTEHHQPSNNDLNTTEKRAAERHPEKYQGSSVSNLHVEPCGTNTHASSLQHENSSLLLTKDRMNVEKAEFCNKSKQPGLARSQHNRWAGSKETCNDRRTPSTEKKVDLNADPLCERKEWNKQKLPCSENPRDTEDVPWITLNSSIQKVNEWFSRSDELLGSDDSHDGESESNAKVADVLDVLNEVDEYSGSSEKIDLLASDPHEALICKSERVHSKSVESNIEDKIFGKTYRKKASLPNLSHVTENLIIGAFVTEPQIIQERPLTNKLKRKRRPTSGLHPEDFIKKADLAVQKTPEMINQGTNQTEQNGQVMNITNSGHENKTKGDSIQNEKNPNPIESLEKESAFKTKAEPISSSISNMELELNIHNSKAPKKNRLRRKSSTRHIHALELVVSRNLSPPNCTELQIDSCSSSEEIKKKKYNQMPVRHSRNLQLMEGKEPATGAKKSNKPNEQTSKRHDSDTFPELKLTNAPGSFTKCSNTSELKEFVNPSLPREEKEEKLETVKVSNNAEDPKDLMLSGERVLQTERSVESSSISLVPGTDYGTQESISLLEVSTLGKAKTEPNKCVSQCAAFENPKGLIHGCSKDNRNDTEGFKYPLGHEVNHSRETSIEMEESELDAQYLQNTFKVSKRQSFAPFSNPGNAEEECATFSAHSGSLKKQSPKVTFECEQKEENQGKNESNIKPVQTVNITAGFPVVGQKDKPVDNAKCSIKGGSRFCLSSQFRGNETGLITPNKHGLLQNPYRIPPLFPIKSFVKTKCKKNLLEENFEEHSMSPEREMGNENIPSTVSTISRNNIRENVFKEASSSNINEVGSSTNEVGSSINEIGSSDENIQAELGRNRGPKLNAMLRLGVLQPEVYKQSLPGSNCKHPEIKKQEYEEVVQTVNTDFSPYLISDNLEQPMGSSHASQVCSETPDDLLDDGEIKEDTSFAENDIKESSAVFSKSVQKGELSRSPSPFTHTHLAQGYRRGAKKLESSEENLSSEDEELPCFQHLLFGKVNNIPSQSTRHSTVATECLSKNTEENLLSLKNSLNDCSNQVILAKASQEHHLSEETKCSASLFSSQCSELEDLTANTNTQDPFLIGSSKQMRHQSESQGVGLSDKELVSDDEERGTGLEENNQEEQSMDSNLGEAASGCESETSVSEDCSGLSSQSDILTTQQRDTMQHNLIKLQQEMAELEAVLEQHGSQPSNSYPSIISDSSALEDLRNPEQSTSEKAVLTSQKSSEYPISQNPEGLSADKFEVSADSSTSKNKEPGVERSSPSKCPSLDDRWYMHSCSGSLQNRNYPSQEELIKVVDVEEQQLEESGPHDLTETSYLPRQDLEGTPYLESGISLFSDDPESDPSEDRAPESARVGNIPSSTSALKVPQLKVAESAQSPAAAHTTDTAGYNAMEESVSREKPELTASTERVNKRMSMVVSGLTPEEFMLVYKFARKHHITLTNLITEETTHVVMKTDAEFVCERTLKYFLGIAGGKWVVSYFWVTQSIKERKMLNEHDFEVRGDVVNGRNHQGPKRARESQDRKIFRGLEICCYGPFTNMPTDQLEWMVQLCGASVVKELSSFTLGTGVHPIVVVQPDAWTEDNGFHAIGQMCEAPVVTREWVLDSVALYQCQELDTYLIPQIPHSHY
#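 Fluorescence polarization: His-tagged BRCT (~35 kDa BRCA1 C-terminus, 250 nM) bound to 100 nM fluorescein-labeled phosphorylated 10-aa BACH1 peptide, pH 7.3 phosphate buffer with DTT and Tween 20. Compounds incubated 12 min at room temperature; inhibition read as lowered polarization.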
# HBB splicing – modulators of hemoglobin beta chain splicing | HBB splicing reporter cell assay, activation; EGFP reporter with mutant IVS2-654 intron; response scale: normalised to 500 nM splice-correcting PNA | Potency, µM (highest dose often 46.1 µM), inactives show at the highest dose activation, actives largely listed as activators | 65,000 tested, 0.06% active | AID 925; also: potency is read from the fitted curve at half-maximal effect; 0% is about no effect
#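 Compounds were applied for 2 days to HeLa EGFP-654 cells, 500/well in Optimem with 2% FCS. The reporter's EGFP is disrupted by mis-splicing of beta-globin intron IVS2-654. Readout: summed well GFP fluorescence from 488 nm laser scanning; reference was 500 nM antisense […] 654 PNA.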
# ALOX15 inhib – blocks human 15-lipoxygenase activity; P16050; purified 15hLO-1, xylenol orange hydroperoxide absorbance; Potency, µM (doses to about 57.1 µM), for the others: top-dose activity change, negative = inhibition, usual class: inhibitors; 74,000 tested, 1.4% active; also: potency is read from the fitted curve at half-maximal effect; % is scaled to controls: 0 for no effect and ±100 for the full control effect; nearly all actives have a fitted effect of over 55% in size
#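 Purified human 15hLO-1 (40 nM) in 25 mM Hepes pH 7.5, 0.01% Triton X-100, preincubated 15 min RT with compound, then 50 uM arachidonic acid for 6 min. Hydroperoxide read by ferrous/xylenol orange, 30 min; 573/405 nm absorbance ratio gave progress.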
# BRCT PPI red – disrupts BRCA1 BRCT binding to phosphoprotein, red fluorophore readout; P38398; BRCT-phosphopeptide binding, red fluorescence polarization; Potency, µM (series often up to 76.9 µM), without a hit: at the highest dose activity change, negative = inhibition, hits mostly inhibitors; 75,000 tested, 0.03% active; AID 892; also: % is scaled to controls: 0 for no effect and ±100 for the full control effect
#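 Rhodamine-labelled pBACH1 10-mer (100 nM) bound to BRCT domain (100 nM) at pH 7.3; compounds incubated 12 min room temperature, polarization read. Free peptide defines full inhibition; unlabelled decapeptide titrated as control.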
# CRE-bla Fsk – modulators of forskolin-stimulated CRE signaling in CHO cells; CHO CRE-bla reporter (cAMP response element driving beta-lactamase), forskolin EC10, beta-lactamase ratio; Potency, µM (highest dose often 38.2 µM), without a hit: top-dose activity change, negative = inhibition, hits mostly activators; 71,000 tested, 2.5% active; AID 662; active = well fitted activation curve with a large enough effect in the signal ratio, with a control signal flat, not every such curve was filed as active; inconclusive = small, poorly fitted or top-dose-only effect, or effect the other way, or a change in a side signal; the % refers to the signal ratio; also: potency is read from the fitted curve at half-maximal effect; % of control where 0% means no effect
#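 CRE-bla CHO cells stimulated with EC10 NKH 477 (water-soluble forskolin) and compound titrations, 3 h at 37C; beta-lactamase read with CCF4 after 2 h at room temperature. Activity from 460/530 nm emission ratio, AC50 values for positive or negative modulation.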
# Starred values were filed as active, the others as inactive; u = inconclusive; x = no result given; [ ] = dose if it differs, or a comment. Unless noted, calls follow the shape of the dose curve; as a rule, active = well fitted curve in the direction sought with a large enough effect; inconclusive = small, poorly fitted or top-dose-only effect, or another doubt; inactive = no such curve, though single readings can be large; an effect the other way counts as inactive or inconclusive.
SMILES,GFP derepression,USP2a inh,Ub-GFP proteasome,Pol III holo inh,Hsp90 Hop PPI,HADH2 inhib,BRCT inh green,HBB splicing,ALOX15 inhib,BRCT PPI red,CRE-bla Fsk
COc1ccc(C2NC(=O)CS2)cc1OC (configuration not stated),0%,-4%,-2%,-4%,-1%,-4%,0.4%,0.2%[57.5 µM],-3%,-2.9%,7%
NC1=N[C@H](c2ccc(Cl)cc2)N(c2ccc(S(N)(=O)=O)cc2)C(N)=N1,20%[9.22 µM],x,-7%[9.17 µM],-9%[11.4 µM],0%[11 µM],13%[11.4 µM],-0.8%[15.4 µM],-0.6%[9.22 µM],8%[11.4 µM],0.0%[15.4 µM],4%[7.6 µM]
Cc1cc(NC(=O)Cn2nc(C(F)(F)F)c3c2CCC3)n(-c2ccccc2)n1,-1%,x,7%,-7%,-2%,-6%,-2.9%,0.3%[57.5 µM],10%,-0.2%,5%
O=C(C1CCCN(S(=O)(=O)c2ccccc2)C1)N1CCCc2ccccc21 (configuration not stated),3%,5%,9%,-5%,-3%,-5%,0.8%,x,-5%,-0.6%,0%
Cc1ccc(CCNC(=O)CCNS(=O)(=O)c2ccc3c(c2)oc(=O)n3C)cc1,0%,36%[activator],12%,-4%,1%,6%,-0.3%,-2.5%,8%,1.9%,-5%
NC(=O)c1c(NC(=O)c2cc3ccccc3o2)sc2c1CCC2,18%,0%,2%,-10%,1%,-8%,1.0%,-0.8%[57.5 µM],-14%,0.2%,u
CCN(CC)c1ccc2c(c1)OC(N)=C(C#N)C2c1cccnc1 (configuration not stated),-2%,22%,x,0%,-10%,7%,72%[activator],u,-11%,1.4%,u
COC(=O)c1ccccc1NC(=O)c1cnn2c(C(F)F)cc(C3CC3)nc12,9%,-13%,7%,-1%,4%,6.3µM*,4.4%,-2.0%,-8%,0.1%,3.2µM*
O=C(c1ccco1)N1CCN=C1SCc1cccc(F)c1,-3%,x,-6%,-7%,3%,-4%,-1.0%,0.6%,5%,-0.3%,3%
CS(=O)(=O)N(CC(=O)NCc1ccco1)Cc1ccc(Cl)cc1,-3%,0%,-2%,-4%,-5%,u,-5.5%,-2.1%,-1%,-1.7%,-7%
Cc1cc(C)cc(-n2nnc(C(=O)NCc3ccccc3Cl)c2N)c1,2%,8%,0%,3%,-2%,9%,2.4%,4.8%,-9%,0.8%,u
NCCc1nnc(SCc2c(F)cccc2Cl)o1,0%,5%,x,-3%,-1%,8%,-3.3%,2.7%[0.369 µM],3%,1.4%,u
CCOC(=O)c1ccc(NC(=O)c2cc3ccccc3o2)cc1,2%,13%,-9%,3%,7%,68%[activator],0.4%,8.2%,-9%,0.8%,0%
CCSC1(SCC)N=C(N)C2(C#N)C(c3ccc(OC)c(OC)c3OC)C12C#N (configuration not stated),2%,2%,10%,-4%,-5%,u,2.7%,-1.5%,-6%,0.1%,u
O=C(O)c1ccccc1NS(=O)(=O)c1ccccc1C(F)(F)F,4%,-1%,9%,-6%,4%,8%,9.9%,-0.1%,-2%,0.5%,-12%
Cc1nnc(NC(=O)Cc2ccc(OCc3c(C)noc3C)cc2)s1,0%,16%,-3%,3%,0%,8%,0.1%,-0.6%,8%,0.4%,u
CC(=O)NCCc1ccc(O)c(O)c1,1%,0%,1%,-8%,-4%,0.5µM*,-4.3%,0.3%,-17%,-0.7%,-3%
COc1ccc(O)c(C(=O)CC(=O)c2ccc(F)cc2)c1,10%,39%[activator],-6%,1%,-26%,302%[activator],0.2%,-3.6%,u,0.8%,-2%
COC(=O)[C@H](CCSC)NC(=O)Nc1ccc(OC)cc1,0%,1%,1%,5%,-2%,5%,-4.0%,0.7%[57.5 µM],4%,-0.5%,u
Cc1nc2nc(-c3ccco3)[nH]n2c(=O)c1Cc1ccccc1,0%,-12%,2%,-3%,-10%,-8%,-6.5%,-2.0%,16µM*,1.1%,u
O=C(CCCCCN1C(=O)c2ccccc2C1=O)NCc1ccccn1,-1%,5%,-5%,4%,-8%,0%,0.0%,1.9%,1%,0.3%,-12%
COC(=O)CSc1nnc(CNC(=O)c2ccccc2OC)n1C,0%,-8%,-5%,3%,-1%,-2%,0.1%,0.8%,3%,1.0%,10%
COC(=O)c1ccc(OC)c(CSc2nnc(COc3ccccc3)o2)c1,-2%,u,-4%,-2%,22%,-17%,0.7%,x,-11%,-1.8%,u
O=C(Cc1cc(=O)oc2cc(O)ccc12)NCC1CCC(C(=O)O)CC1 (configuration not stated),4%,-7%,-1%,-8%,2%,88%[activator],1.0%,-3.7%[0.369 µM],-2%,0.5%,u
O=C(c1cc(-c2ccccc2O)on1)N1CCc2ccccc2C1,-4%,x,-1%,-4%,2%,-6%,-0.3%,-0.1%,-26%,-0.5%,2%
CC(C)CN(C(=O)COC(=O)C12CC3CC(CC(O)(C3)C1)C2)C1CCS(=O)(=O)C1 (configuration not stated),4%,1%,-5%,-1%,1%,4%,-2.8%,-2.3%,0%,-0.2%,u
Cc1ccc(C(=O)NCc2ccc3c(c2)OCO3)cc1S(=O)(=O)N1CCOCC1,1%,15%,-3%,-4%,2%,5%,2.1%,5.0%,3%,0.5%,-12%
O=C(NC1CCCCCC1)C1CCN(S(=O)(=O)N2CCC3(CC2)OCCO3)CC1,-1%,11%,-2%,5%,-2%,11%,-1.8%,-0.8%,-2%,-0.4%,-18%
CCOC(=O)C1CCN(C(=O)c2ccc(OC)cc2OC)CC1,-4%,-2%,-10%,1%,0%,0%,-1.4%,0.2%[9.22 µM],-5%,1.2%,-3%
O=c1c2c3nc4ccccc4nc3n(Cc3ccccc3)c2ncn1Cc1ccco1,u,37%[activator],0%,-6%,-3%,u,-3.2%,-0.1%[57.5 µM],u,-0.5%,7%
c1ccc(CSc2nnc(NC3=NCCCCC3)s2)cc1,-2%,-16%,-6%,6%,u,4%,2.7%,-3.3%[57.5 µM],-24%,-2.0%,-10%
CN1CCN(S(=O)(=O)c2ccc(NC(=O)c3csc4ccccc34)cc2)CC1,3%,34%[activator],14%,-1%,-12%,5%,2.4%,-0.8%,-20%,-0.2%,-11%
COc1ccc(C(=O)CSc2nnc(COc3ccccc3)n2Cc2ccco2)cc1,5%,-2%,13%,-3%,-4%,u,5.9%,1.9%,u,-1.0%,-10%
CC(=O)NC(C)c1nc2ccccc2n1C(C)C (configuration not stated),x,x,22%,-3%,0%,-3%,-1.0%,0.5%,-2%,-1.3%,-8%
COC(=O)c1cc(=O)n(C2CC2)c(=NC2CC2)s1,4%,-8%,-1%,-2%,0%,0%,-1.8%,-2.4%,10%,2.0%,u
CCOc1ccc(Cc2nnc(SCC(=O)c3ccc(OC)cc3)o2)cc1,2%,0%,4%,-1%,6%,6%,-1.0%,-0.4%[57.5 µM],4%,-1.1%,9%
CCS(=O)(=O)N1CCC(NC(C)=O)(c2ccccc2)CC1,1%,-4%,-1%,0%,1%,-2%,-1.0%,x,12%,-0.6%,2%
O=C1CC(C(=O)Nc2ncccn2)C(c2ccccc2)O1 (configuration not stated),6%,-5%,4%,-4%,-2%,3%,-1.0%,0.5%,1%,0.5%,u
CCOc1ccccc1C(=O)NC1CC2CCCC(C1)N2C1CC1 (configuration not stated),0%,4%,4%,-15%,-4%,5%,-0.7%,0.3%,-1%,-0.7%,-3%
CCOc1ccc(-n2cnnn2)cc1S(=O)(=O)NCc1ccccc1,-2%,10%,9%,3%,0%,4%,1.2%,-1.0%,6%,1.2%,u

# Only BRCT PPI red, USP2a inh and Pol III holo inh (2 entries from above):
canonical_smiles | BRCT PPI red | USP2a inh | Pol III holo inh
CN1CCN(S(=O)(=O)c2ccc(NC(=O)c3csc4ccccc34)cc2)CC1 | -0.2% | 34%[activator] | -1%
COc1ccc(C(=O)CSc2nnc(COc3ccccc3)n2Cc2ccco2)cc1 | -1.0% | -2% | -3%

# Some of the compounds tested; count on the stated rates, not on these rows.
